# IL2 activator – IL-2 activation | IL-2 activation reporter assay, cell-based qHTS; stimulated with anti-CD3/CD4/CD28 beads; in transgenic mouse T cells | activation, % (series mostly up to about 46 µM) | 0.065% of 360,000 active | AID 652025; in the data active means activation above about 50%; inconclusive means mostly about 30% to 49%; further: 0% is about no effect
#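 First, unstimulated transgenic mouse T cells were exposed to compound for 60 min. Next, anti-CD3/anti-CD4-coated beads with anti-CD28 were added. Finally, after 18 h at 37 degrees C, EGFP and DsRed were imaged.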
# EPAC2 ag – EPAC2 (human) agonism. Potency, µM (series often up to 154 µM), inactives show at the highest dose activation, usual class: activators. EPAC2 activation, biochemical qHTS; response scale: 100% = 6.5 mM cAMP response. Q8WZA2. 0.079% of 360,000 active; further: potency means the concentration at half of the fitted maximal effect; nearly all actives have a fitted effect of over 50% in size
#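 Fluorescence exchange assay: 100 nM EPAC2 with 250 nM RAP1B-BODIPY-GDP and 50 uM GDP; compounds tested as a concentration-titration series (qHTS). Loss of Rap1-bound BODIPY-GDP fluorescence read at 480/540 nm; data normalized to 6.5 mM cAMP.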
# EPAC1 antagonist – EPAC1 (human) antagonism; AID 720709; EPAC1 GEF assay, Rap1b-BODIPY-GDP exchange fluorescence; 0.14% of 360,000 active; O95398; Potency, µM (doses to about 115 µM), for the others: at the top dose activity change, negative = inhibition, hits mostly inhibitors;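 further: potency means the concentration at half of the fitted maximal effect; plate controls were vehicle for no effect and positive control for full effect; nearly all actives have a fitted effect of over 50% in size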
# CCT chaperon mod – cytosolic chaperonin activity modulation | AID 651819 | purified chaperonin ATPase assay, HTRF ADP detection, 30 min | activity change, % (test concentration not listed), hits read low | 0.3% of 360,000 active; in the data active means activity change below about -30%; further: on the % scale 0 is the no-effect control and ±100 the full control effect
#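 ATPase activity: ADP formed was measured by HTRF Transcreener (665/615 nm ratio) after 30 min at 37 deg C with 10 uM ATP. Compounds screened at one 76 uM concentration against 40 or 20 nM TRiC in Tris pH 7.4/KCl/MgCl2/DTT buffer.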
# PLK1 PBD inh – PLK1 (human) polo-box domain binding inhibition. P53350. Plk1 PBD binding of FITC phosphopeptide, fluorescence polarization. Potency, µM, for inactives: max response, negative = inhibition, actives largely listed as inhibitors. 2.8% of 360,000 active. AID 720504; further: potency means the concentration at half of the fitted maximal effect; series mostly up to about 57 µM; on the % scale 0 is the no-effect control and ±100 the full control effect; nearly all actives have a fitted effect of over 65% in size
# Target sequence (P53350 whole entry, looked up, the tested form may be a part): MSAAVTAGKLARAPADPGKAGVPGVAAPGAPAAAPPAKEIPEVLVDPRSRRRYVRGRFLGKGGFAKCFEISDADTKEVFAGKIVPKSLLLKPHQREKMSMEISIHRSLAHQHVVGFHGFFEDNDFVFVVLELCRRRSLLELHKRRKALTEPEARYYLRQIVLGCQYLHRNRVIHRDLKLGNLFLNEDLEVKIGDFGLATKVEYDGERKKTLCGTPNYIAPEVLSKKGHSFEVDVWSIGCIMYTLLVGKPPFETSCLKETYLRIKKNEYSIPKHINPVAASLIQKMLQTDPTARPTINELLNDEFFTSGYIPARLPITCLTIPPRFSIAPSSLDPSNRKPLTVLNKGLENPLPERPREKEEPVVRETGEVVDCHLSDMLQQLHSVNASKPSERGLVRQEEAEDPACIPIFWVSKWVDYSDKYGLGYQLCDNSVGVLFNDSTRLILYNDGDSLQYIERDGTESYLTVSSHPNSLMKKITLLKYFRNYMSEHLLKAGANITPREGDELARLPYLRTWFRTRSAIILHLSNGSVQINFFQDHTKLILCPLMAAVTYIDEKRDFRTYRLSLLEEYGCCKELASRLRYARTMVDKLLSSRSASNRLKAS
# EPAC1 ag – agonists of human EPAC1; O95398; EPAC1 agonist qHTS, biochemical assay; response scale: 100% = response to 6.5 mM cAMP; Potency, µM (titrated, usually from 154 µM), for the others: top-dose activation, actives largely listed as activators; 0.073% of 360,000 active; AID 720707; further: potency means the concentration at half of the fitted maximal effect; nearly all actives have a fitted effect of over 60% in size
#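 Compounds were pinned as a concentration titration into mixtures of EPAC1 (100 nM), BODIPY-GDP-loaded Rap1B (250 nM) and GDP (50 uM). After 5 min at room temperature, fluorescence was followed for 30 min; activity was scaled to 6.5 mM cAMP.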
# PI5P4Ka inh – PI5P4K alpha (human) kinase inhibition. P48426. PI5P4Kalpha enzyme, ADP-Glo luminescence, 60 min; active compounds read low. max response, %. 1.2% of 330,000 active; active means max response of -50% or lower; inconclusive means between -30% and -50%; inactive means -30% or higher; further: value at the top dose of about 77 µM; on the % scale 0 is the no-effect control and ±100 the full control effect
# Target sequence (P48426 whole entry, looked up): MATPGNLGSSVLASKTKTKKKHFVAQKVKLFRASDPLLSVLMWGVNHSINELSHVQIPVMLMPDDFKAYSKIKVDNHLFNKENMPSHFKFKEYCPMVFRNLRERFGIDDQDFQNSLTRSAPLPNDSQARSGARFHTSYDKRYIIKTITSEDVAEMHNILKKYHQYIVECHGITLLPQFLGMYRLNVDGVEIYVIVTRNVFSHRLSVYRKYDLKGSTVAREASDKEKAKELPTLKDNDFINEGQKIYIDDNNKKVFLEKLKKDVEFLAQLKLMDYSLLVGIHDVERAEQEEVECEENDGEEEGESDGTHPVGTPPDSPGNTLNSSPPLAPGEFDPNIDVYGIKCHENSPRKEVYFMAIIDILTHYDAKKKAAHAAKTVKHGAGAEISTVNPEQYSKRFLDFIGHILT
#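 Reactions run in 0.038 M HEPES pH 7.4, 0.28 mM EGTA, 0.1% CHAPS and 5% DMSO, with PI5P4Kalpha, substrate, compound and 5 microM ATP final, one hour at room temperature. Readout is ADP-Glo luminescence.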
# WRN helicase inh – WRN helicase (human) inhibition; WRN helicase unwinding, fluorescent forked duplex, kinetic; Potency, µM (doses to about 114 µM), for the others: at the highest dose activity change, negative = inhibition, most hits filed as inhibitors; 0.46% of 360,000 active; further: potency means the concentration at half of the fitted maximal effect; on the % scale 0 is the no-effect control and ±100 the full control effect; nearly all actives have a fitted effect of over 55% in size
#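 Enzyme (20 nM final) and test compound sit together 15 min at room temperature before substrate addition. Substrate is a single-forked duplex oligonucleotide (100 nM) labelled with fluorophore and quencher, with 2 mM ATP; helicase unwinding raises red fluorescence, read kinetically.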
# Active calls of the source: *; ? = inconclusive; nt = no result given; [ ] = remark or other dose. Unless noted, the call rests on the fitted dose curve; in most records, active means well fitted curve in the direction sought with a large enough effect; inconclusive means small, poorly fitted or top-dose-only effect, or another doubt; inactive means no such curve, though single readings can be large; an effect the other way counts as inactive or inconclusive. The list is partial; the hit share may differ from the screen's.
SMILES,IL2 activator,EPAC2 ag,EPAC1 antagonist,CCT chaperon mod,PLK1 PBD inh,EPAC1 ag,PI5P4Ka inh,WRN helicase inh
O=C(N1CCC(n2nc(-c3ccccc3)oc2=O)CC1)C1(c2ccccc2)CC1,-1.1,17%,-26%,0.7,-16%,7%,0,0%
Oc1ccc(/C=N/N2CCN(C3c4ccccc4-c4ccccc43)CC2)c(O)c1,-0.5,12%,11%,-0.8,-4%,20%,26,-4%
O=C(NCc1ccccc1)C(Cc1ccccc1)N1C(=O)C2C3CCC(C3)C2C1=O (configuration not stated),-2.3,2%,5%,-0.8,-10%,4%,2,-12%
CCOC(=O)CSc1nnc(CNC(=O)c2ccc(OC)cc2OC)n1C,0.0,4%,2%,2.6,-6%,6%,nt,-5%
COC(=O)c1ccc(Cl)c(NC(=O)CN(c2ccc(OC)cc2)S(=O)(=O)c2ccccc2)c1,-0.9,-85%[inhibitor][15.6 µM],6%,-4.6,-8%,11%,-4,-5%
COc1ccc(Cc2nc3ccc(C(=O)NC(C)Cc4ncccc4C)cc3o2)cc1OC (configuration not stated),-3.9,11%,12%,-1.3,-2%,2%,1,-21%
CCOC(=O)c1nn(-c2ccc(C)c(C)c2)c(=O)c2c(N)scc12,2.5,-6%,-1%,-0.8,17µM*,7%,1,-2%
O=C(COc1ccc(Cl)cc1)Nc1nnc(C2=COCCO2)o1,-2.6,12%,-2%,-5.6,-15%,3%,-15,?
Cc1ccc(C)c(S(=O)(=O)NCc2ccc(C(=O)N3CCCCCC3)cc2)c1,-0.6,6%,13%,2.0,-3%,-3%,6,4%
CC(C)[C@H](NC(=O)c1ccccc1)C(=O)OCc1nc2scc(-c3ccccc3)c2c(=O)[nH]1,-0.5,-6%,-1%,-3.7,0%,-5%,1,-3%
C/C(=N\O)C(C)(C)Nc1ccc(Cl)cc1,-0.4,12%,0%,-1.7,?,0%,0,-7%
O=C(COc1ccc2ccccc2c1)Nc1ccc2c3c(cccc13)CC2,-0.1,-3%,-26%,2.9,-12%,3%,2,-5%
Cn1c(=O)n(Cc2ccco2)c(=N)c2c3c(sc21)CCC3,-3.2,-5%,10%,-2.4,-10%,5%,nt,-8%
CCc1ccc(/C=C2/Sc3ccccc3N(CC(=O)NCCCN3CCOCC3)C2=O)cc1,5.2,10%,-4%,1.5,-1%,-2%,8,-1%
Cn1c(N2CCOCC2)c(C=O)c2ccccc21,0.0,6%,-2%,1.7,2%,14%,0,-7%
COc1ccc2cc3cc(C(=O)N(C)C4CCCCC4)oc3nc2c1,-2.0,-1%,-4%,-3.2,7%,2%,7,-6%
O=C(Nc1ccc(Oc2ccccc2)nc1)C1CCN(Cc2ccco2)CC1,-0.9,6%,-9%,1.1,-20%,-5%,-5,-11%
O=C(CCN1C(=O)c2ccccc2C1=O)N1CCOCC1,-2.4,3%,9%,-5.1,?,5%,-7,4%
COc1cccc(N2CCN(C(c3ccccn3)c3nnnn3C(C)(C)C)CC2)c1 (configuration not stated),0.2,7%,0%,-0.4,-3%,2%,-5,7%
O=C(/C=C/c1ccco1)NC(=S)Nc1cc(-c2nc3ccccc3s2)ccc1Cl,-2.6,2%,-6%,3.6,-29%,-10%,-56*,?
c1ccc2c(c1)nc(N1CCOCC1)c1c3ccccc3[nH]c21,1.7,5%,-3%,0.0,-9%,8%,nt,-10%
Cc1nc(-c2ccc(Cl)cc2)sc1C1(C)CC(c2c(Cl)cccc2Cl)=NO1 (configuration not stated),-0.4,9%,-10%,-1.4,-12%,4%,15,-4%
CC(C)COc1ccc(C(=O)OCCN2CCOCC2)cc1,-4.6,-1%,-18%,0.1,-3%,-12%,-1,-14%
Cc1ccc(NC(=O)COC(=O)C2CCN(c3ccc(C(F)(F)F)cn3)CC2)cc1,0.6,0%,-15%,0.9,1%,1%,7,-1%
COc1cccc(C(=O)N2C(C(=O)O)CSC2c2ccccc2Cl)c1 (configuration not stated),-0.2,3%,-1%,-1.9,-2%,2%,-7,-7%
CNc1cc([N+](=O)[O-])ccc1N/C=C/C(=O)c1cccs1,0.7,-2%,-1%,-0.2,-13%,13%,-5,-35%
CC(=O)c1c(C)[nH]c(C(=O)Nc2ccc(C)c(S(=O)(=O)Nc3ccc(C)cc3C)c2)c1C,-4.1,1%,?,0.8,-13%,-4%,8,-8%
CCOC(=O)N1CCN(C(=O)C2CC(c3ccccc3OC)=NO2)CC1 (configuration not stated),-1.9,14%,8%,1.1,-8%,14%,nt,0%
CC1(C(=O)NS(=O)(=O)c2ccccc2Cl)CCN1C(=O)Cc1cccs1 (configuration not stated),-0.6,0%,-13%,-1.0,-6%,-2%,0,-2%[57.1 µM]
CCCCNC(=S)N(C)/N=C/c1ccc2c(c1)OCO2,-0.2,15%,-19%,1.1,-13%,5%,7,-6%
CCOC(=O)c1c(C)c(C(=O)Nc2ccc3c(c2)OCO3)c(C)n1C,-2.1,-12%,5%,-2.8,-2%,-3%,nt,5%
COc1ccc(CCNC(=O)C2CC(=O)N(C3CCCCC3)C2)cc1OC (configuration not stated),-2.2,1%,18%,1.1,2%,-14%,-2,4%[57.1 µM]
COCc1ccc(C(=O)N2CCCC(CCC(=O)NCc3ccccc3F)C2)o1 (configuration not stated),0.1,8%,-8%,1.5,-20%,3%,-10,?
CSc1ccc(CNC(=O)C2CCC(=O)N(Cc3cccc(F)c3)C2)cc1 (configuration not stated),-3.0,-1%,-3%,-2.3,2%,2%,-4,-10%
CCCCCCCC(O)CC(CC1CCCCC1)C(=O)NN (configuration not stated),-3.8,-7%,-10%,-2.5,1%,-24%,17,-8%
Cc1cc(SCC(=O)OCC(=O)N(C)C2CCS(=O)(=O)C2)c(C)cc1Br (configuration not stated),-2.5,1%,-4%,-1.5,-11%,6%,12,-3%
O=c1c2ccccc2nc2n1C(CBr)CS2 (configuration not stated),-0.1,4%,0%,1.7,?,10%,-1,-5%
CCCCNC(=O)COC(=O)c1ccc(N(C)C)cc1,-0.5,-2%,1%,-1.4,8%,2%,0,1%
O=C(CN1CCN(c2ccccc2O)CC1)Nc1ccc([N+](=O)[O-])cc1Br,0.8,7%,-4%,2.3,-6%,-6%,-25,-1%
O=C(/C=C/c1ccc(F)cc1)NC(=S)NNC(=O)c1cnccn1,-3.8,-6%,-10%,-4.5,-5%,-2%,0,-4%
COc1ccc(CCC(=O)NCCOc2ccc(Cl)cc2)cc1,-0.7,12%,4%,-1.2,1%,-3%,-8,-1%
COc1cccc2c1C(=O)c1c(O)c3c(c(O)c1C2=O)CC(O)(C(C)=O)CC3OC1CC(O)C(O)C(C)O1 (configuration not stated),-7.9,-5%,31%[activator],-3.2,9.5µM*,35%,-12,3µM*
CC(Oc1ccccc1F)C(=O)NNC(=O)CCS(=O)(=O)c1ccccc1Cl (configuration not stated),-3.4,9%,-2%,0.0,-2%,2%,4,-2%
CCn1ncc(C2=NOC(C(=O)Nc3cnn(C45CC6CC(CC(C6)C4)C5)c3)C2)c1C (configuration not stated),-3.4,14%,8%,-2.1,-13%,6%,nt,-15%
COc1ccc(C(c2c(C)n(C)n(-c3ccccc3)c2=O)c2c(C)n(C)n(-c3ccccc3)c2=O)c(OC)c1OC,-0.3,8%,-8%,1.4,4%,2%,3,-7%
CCOC(=O)N1CCN(C(=O)C2CCN(S(=O)(=O)c3ccc(F)cc3)CC2)CC1,1.5,-5%,0%,-0.2,4%,0%,-1,3%
O=C(N/C=C/n1cnc2cc(C(F)(F)F)ccc21)c1ccccc1,1.0,-4%,4%,-1.2,-1%,0%,6,-6%

# Laid out differently: 15 of the compounds above
SMILES	IL2 activator	EPAC2 ag	EPAC1 antagonist	CCT chaperon mod	PLK1 PBD inh	EPAC1 ag	PI5P4Ka inh	WRN helicase inh
CCCCNC(=S)N(C)/N=C/c1ccc2c(c1)OCO2	-0.2	15%	-19%	1.1	-13%	5%	7	-6%
CCOC(=O)c1c(C)c(C(=O)Nc2ccc3c(c2)OCO3)c(C)n1C	-2.1	-12%	5%	-2.8	-2%	-3%	nt	5%
COc1ccc(CCNC(=O)C2CC(=O)N(C3CCCCC3)C2)cc1OC (configuration not stated)	-2.2	1%	18%	1.1	2%	-14%	-2	4%[57.1 µM]
COCc1ccc(C(=O)N2CCCC(CCC(=O)NCc3ccccc3F)C2)o1 (configuration not stated)	0.1	8%	-8%	1.5	-20%	3%	-10	?
CSc1ccc(CNC(=O)C2CCC(=O)N(Cc3cccc(F)c3)C2)cc1 (configuration not stated)	-3.0	-1%	-3%	-2.3	2%	2%	-4	-10%
CCCCCCCC(O)CC(CC1CCCCC1)C(=O)NN (configuration not stated)	-3.8	-7%	-10%	-2.5	1%	-24%	17	-8%
Cc1cc(SCC(=O)OCC(=O)N(C)C2CCS(=O)(=O)C2)c(C)cc1Br (configuration not stated)	-2.5	1%	-4%	-1.5	-11%	6%	12	-3%
O=c1c2ccccc2nc2n1C(CBr)CS2 (configuration not stated)	-0.1	4%	0%	1.7	?	10%	-1	-5%
CCCCNC(=O)COC(=O)c1ccc(N(C)C)cc1	-0.5	-2%	1%	-1.4	8%	2%	0	1%
O=C(CN1CCN(c2ccccc2O)CC1)Nc1ccc([N+](=O)[O-])cc1Br	0.8	7%	-4%	2.3	-6%	-6%	-25	-1%
O=C(/C=C/c1ccc(F)cc1)NC(=S)NNC(=O)c1cnccn1	-3.8	-6%	-10%	-4.5	-5%	-2%	0	-4%
COc1ccc(CCC(=O)NCCOc2ccc(Cl)cc2)cc1	-0.7	12%	4%	-1.2	1%	-3%	-8	-1%
COc1cccc2c1C(=O)c1c(O)c3c(c(O)c1C2=O)CC(O)(C(C)=O)CC3OC1CC(O)C(O)C(C)O1 (configuration not stated)	-7.9	-5%	31%[activator]	-3.2	9.5µM*	35%	-12	3µM*
CC(Oc1ccccc1F)C(=O)NNC(=O)CCS(=O)(=O)c1ccccc1Cl (configuration not stated)	-3.4	9%	-2%	0.0	-2%	2%	4	-2%
CCn1ncc(C2=NOC(C(=O)Nc3cnn(C45CC6CC(CC(C6)C4)C5)c3)C2)c1C (configuration not stated)	-3.4	14%	8%	-2.1	-13%	6%	nt	-15%

# From PubChem BioAssay
